Compound activity (PubChem)
KAT2A inh: qHTS Assay for Inhibitors of GCN5L2; GCN5L2 HAT assay, ThioGlo1 CoA-SH fluorescence; Potency, µM (titrated, usually from 58.9 µM), for inactives: at the highest dose activity change, negative = inhibition, most hits filed as inhibitors; 390,000 compounds, 0.21% hits; AID 504327, 2011; active means well fitted inhibition curve with a large enough effect; inconclusive means small, poorly fitted or top-dose-only effect, or another doubt; inactive means no such curve, though single readings can be large or run the other way
Target sequence (Q92830 whole entry, looked up): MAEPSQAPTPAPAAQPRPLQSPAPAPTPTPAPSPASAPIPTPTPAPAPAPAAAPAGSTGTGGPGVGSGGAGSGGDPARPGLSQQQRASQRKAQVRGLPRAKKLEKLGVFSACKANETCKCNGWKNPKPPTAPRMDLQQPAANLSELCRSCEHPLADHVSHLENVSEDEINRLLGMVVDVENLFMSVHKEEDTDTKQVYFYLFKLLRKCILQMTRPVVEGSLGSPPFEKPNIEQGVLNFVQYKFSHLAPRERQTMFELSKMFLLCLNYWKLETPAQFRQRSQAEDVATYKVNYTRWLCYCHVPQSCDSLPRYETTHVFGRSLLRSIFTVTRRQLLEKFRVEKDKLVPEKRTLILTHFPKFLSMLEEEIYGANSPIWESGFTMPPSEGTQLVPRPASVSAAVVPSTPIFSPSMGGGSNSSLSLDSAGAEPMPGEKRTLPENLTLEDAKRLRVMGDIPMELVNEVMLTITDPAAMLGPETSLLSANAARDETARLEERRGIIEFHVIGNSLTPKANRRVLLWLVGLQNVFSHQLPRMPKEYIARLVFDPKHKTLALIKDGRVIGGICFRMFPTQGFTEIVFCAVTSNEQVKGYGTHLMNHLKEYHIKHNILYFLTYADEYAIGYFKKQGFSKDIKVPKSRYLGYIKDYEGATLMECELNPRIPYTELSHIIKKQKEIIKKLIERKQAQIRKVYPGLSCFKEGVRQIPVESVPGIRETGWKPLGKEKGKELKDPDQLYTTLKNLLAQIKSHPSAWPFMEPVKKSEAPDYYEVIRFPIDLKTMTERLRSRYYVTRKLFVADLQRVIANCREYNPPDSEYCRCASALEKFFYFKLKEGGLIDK
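ThioGlo1-coupled HAT assay: 20nM GCN5L2, 70uM acetyl-CoA, 75uM H3(1-25) peptide, pH 7.5. Fluorescence read at 340/540nm at start and after 20 min at room temperature.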
* hit, by the source's call; ? = inconclusive; & = joins results of further samples; [ ] = another dose, or the depositor's remark. On the % scale 0 is the no-effect control and ±100 the full control effect; potency means the concentration at half of the fitted maximal effect. Some of the compounds tested; rates above refer to the full screens.

SMILES	KAT2A inh
N=C1/C(=C/c2cccn2-c2cccc([N+](=O)[O-])c2)C(=O)N=C2SC=CN12	-3%
COc1ccc(N2CCn3c2nc2c3c(=O)n(CCc3ccccc3)c(=O)n2C)cc1	0%
O=C(O)c1cccc(-c2noc(-c3ccccc3F)n2)c1	-4%
COc1ccccc1N1CCN(C2CCN(C3CCC(c4ccccc4)CC3)CC2)CC1 (centres undefined)	-3%
Cc1c(C2C(C#N)=C(N)N(c3cccc([N+](=O)[O-])c3)C3=C2C(=O)CCC3)cnn1C (centres undefined)	-2%
COc1ccc(OC)c(NC(=O)c2c(NC(=O)c3ccco3)sc3c2CCC3)c1	-1%
CC1=C(C#N)C(=O)N(C2CCS(=O)(=O)C2)C(=O)/C1=C\c1ccco1 (centres undefined)	?
Cc1ccc2nc(N3CCCCC3)c(C=O)c(=O)n2c1	-2%
CCN(CC)C(=O)c1ccc2c(c1[N+](=O)[O-])C(=O)c1ccccc1C2=O	3%
O=C(c1cccn2c(=O)c3cc4ccccc4cc3nc12)N1CCN(c2ccccc2)CC1	-5%
CC1Oc2ccccc2N(Cc2ccccc2F)C1=O (centres undefined)	-4%
COc1cc(C2CC(=O)Oc3ccc(O)cc32)cc(OC)c1OC (centres undefined)	-11%[88.6 µM]
CSCCC(NC(=O)c1ccco1)C(=O)OCC(=O)Nc1sccc1C#N (centres undefined)	1%
CCOC(=O)C1=C(O)/C(=C\c2ccc(CNC(=O)C(=O)Nc3ccc(C)c(C)c3)o2)N=C1C	0%
COC(=O)c1ccc(-c2nc3ccccc3o2)cc1	0%
Fc1ccccc1Cn1cnc(NC(=S)NCCc2ccccc2)n1	1%
Cc1cc2cc(CCNC(=O)CC(C)C)c(=O)[nH]c2cc1C	-3%
COc1ccc(C)cc1NC(=O)C(c1ccccc1)N1CCNC(=O)C1 (centres undefined)	-2%
CC(=O)NCC1=C(NC(C)=O)C2CC1C(C)(C)C2C (centres undefined)	-2%
Cn1nc(CC(=O)Nc2cccnc2N2CCOCC2)c2ccccc2c1=O	1%
CCOC(=O)N1CCC(NC(=O)c2ccc3c(c2)sc2nc(-c4cccc(OC)c4)cn23)CC1	-10%
Cn1ccnc1SCC(=O)Nc1ccc2c(c1)OC(F)(F)O2	-9%
COc1ccc(N2Cc3ccc(C(=O)N/N=C\c4ccc(O)cc4O)cc3C2)cc1	-13%
CC1=C(C)CC(C(=O)NCc2ccccc2F)C(C(=O)O)C1 (centres undefined)	-3%
CC(=O)O[C@]1(C(C)=O)CC[C@@H]2[C@@H]3C=C(C)C4=CC(=O)CC[C@@]4(C)[C@H]3CC[C@]21C	-6%[21.4 µM]
CCc1ccc(NC(=O)CN2C(=O)C(=O)N(Cc3ccccc3)C2=O)cc1	-3%
Cc1ccc(/C=C2\SC(=S)N(CC(=O)Nc3ncc(Cc4ccccc4Cl)s3)C2=O)cc1	-8%
CC(C)=CCC[C@](C)(O[C@@H]1O[C@H](CO)[C@@H](O)[C@H](O)[C@H]1O)[C@H]1CC[C@]2(C)[C@@H]1[C@H](O)C[C@@H]1[C@@]3(C)CC[C@H](O[C@@H]4O[C@H](CO)[C@@H](O)[C@H](O)[C@H]4O[C@@H]4O[C@H](CO)[C@@H](O)[C@H](O)[C@H]4O)C(C)(C)[C@@H]3[C@@H](O)C[C@]12C	25%
CC(=O)C1=C(C)NC(SCC(=O)c2ccc(C)cc2)=C(C#N)C1c1ccco1 (centres undefined)	-25%
C#CCOCCOCCOCCNc1nc(N2CCN(C(=O)[C@H](CCCCN)n3cc(C(N)CO)nn3)CC2)nc(N2CCN(C(=O)[C@H](CCC(=O)O)n3cc(C(N)Cc4ccc(O)cc4)nn3)CC2)n1 (some centres undefined)	-9%
Cc1ccc(C(=O)N[C@@H](C)CN2C3=NC[C@H](C)N3C[C@H]2Cc2ccc(O)cc2)cc1Br	33%[activator]
COc1cc2oc(=O)cc(-c3ccc(-c4ccc(NC(C)=O)cc4)cc3)c2c(OC)c1OC	-4%
O=C(N/N=C/c1ccc2c(c1)OCO2)C(=O)Nc1ccc2ccccc2c1	2%
COc1ccc(NC(=O)c2cnc(C)cn2)c2ncccc12	0%
CC(C)OC(=O)c1cn(Cc2c(F)cccc2F)c2sc(-c3ccc(NC(=O)C(C)C)cc3)c(CN(C)Cc3ccccc3)c2c1=O	0%
COc1cc(-c2nn3c(-c4ccco4)nnc3s2)cc(OC)c1OC	3%
O=C(CNCC1CCCCC1)Nc1ccc(N2CCCCC2)cc1	5%
Cc1cccn2c(=O)c3cc(C(=O)NCCN4CCOCC4)n(Cc4ccccc4)c3nc12	-1%
N=C(N)N1CCN(Cc2ccccc2)CC1	-10%
CC(C)[C@@]1(c2ccccc2)ON(c2ccccc2C(F)(F)F)C1=O	0%

Structures above that have a nitro group on carbon:
SMILES	KAT2A inh
N=C1/C(=C/c2cccn2-c2cccc([N+](=O)[O-])c2)C(=O)N=C2SC=CN12	-3%
Cc1c(C2C(C#N)=C(N)N(c3cccc([N+](=O)[O-])c3)C3=C2C(=O)CCC3)cnn1C (centres undefined)	-2%
CCN(CC)C(=O)c1ccc2c(c1[N+](=O)[O-])C(=O)c1ccccc1C2=O	3%

The listing continues.
SMILES	KAT2A inh
O=C(NC1CCC(NC(=O)C2CCCO2)CC1)C1CCCO1 (centres undefined)	-8%
O=C(CN1C(=O)S/C(=C\c2ccc(-c3cc(C(=O)O)ccc3Cl)o2)C1=O)Nc1ccc2c(c1)OCO2	?
CCOC(=O)c1c2ccc(OCC(=O)N/N=C/c3ccccc3C(F)(F)F)cc2n2ccccc12	?
NS(=O)(=O)c1ccc(-c2ccc(/C=C3\C(=O)Nc4ccccc43)o2)cc1	-10%
CN1CCN(c2ccc(-c3cc(O)c4ncccc4c3)cc2)CC1	-4%
Cc1c2c(nc3c(C(=O)NC4CCCCC4C)cnn13)CCCC2 (centres undefined)	-4%
O=C(C1=C(O)C(=O)N(CCCn2ccnc2)C1c1ccc(F)cc1)c1ccco1 (centres undefined)	-8%
COC(=O)C/C=C/[C@@H](C)[C@@H](/C=N/OC[C@H]1O[C@H](c2ccccc2)C=C[C@@H]1Oc1ccc(OC)cc1)NS(=O)(=O)c1ccc(C)cc1	-6%
CCCC(=O)Nc1c(I)cc(I)c(C[C@H](CC)C(=O)O)c1I	1%
CC(C)CN(C(=O)COC(=O)c1cc2ccccc2oc1=O)C1CCS(=O)(=O)C1 (centres undefined)	-1%

Some of these compounds in order of the KAT2A inh value, descending.
SMILES	KAT2A inh
CC(C)CN(C(=O)COC(=O)c1cc2ccccc2oc1=O)C1CCS(=O)(=O)C1 (centres undefined)	-1%
Cc1c2c(nc3c(C(=O)NC4CCCCC4C)cnn13)CCCC2 (centres undefined)	-4%
COC(=O)C/C=C/[C@@H](C)[C@@H](/C=N/OC[C@H]1O[C@H](c2ccccc2)C=C[C@@H]1Oc1ccc(OC)cc1)NS(=O)(=O)c1ccc(C)cc1	-6%
O=C(NC1CCC(NC(=O)C2CCCO2)CC1)C1CCCO1 (centres undefined)	-8%
NS(=O)(=O)c1ccc(-c2ccc(/C=C3\C(=O)Nc4ccccc43)o2)cc1	-10%

Remaining list, next part
SMILES	KAT2A inh
COc1cc(/C=C/C(=O)Nc2ccccc2C(F)(F)F)cc(OC)c1OC	-10%
OCC1=C[C@@H](O)[C@@H]2C=CO[C@@H](OC3O[C@H](CO)[C@@H](O)[C@H](O)[C@H]3O)[C@H]12 (some centres undefined)	8%
COc1c(O)cc2c(c1O)C(=O)CC(c1ccccc1)O2 (centres undefined)	-2%
NC(=S)c1ccc[n+]([C@@H]2O[C@@H](COP(=O)([O-])OP(=O)(O)OC[C@H]3O[C@@H](n4cnc5c(N)ncnc54)[C@H](OP(=O)(O)O)[C@@H]3O)C(O)C2O)c1 (some centres undefined)	-21%
CCOC(=O)C1=c2/c(=C/c3ccccc3OC)c(N)c(C#N)n2C(=O)C(c2ccccc2OC)S1 (centres undefined)	-7%
Fc1ccc(C(OCCCc2cnc[nH]2)c2ccc(F)cc2)cc1	-8%
CCOC(=O)c1ccc(NC(=O)c2nc[nH]c2C(=O)N2CCN(C(=O)OC(C)(C)C)CC2)cc1	14%
C/C(CC(=O)Nc1ccccn1)=N\NC(=O)c1ccncc1	-17%
Cc1cc2c(c(=O)o1)C1O[C@](c3ccsc3)(Cc3cc(C#N)ccc31)O2	?
C#CCOCCOCCOCCNc1nc(N2CCN(C(=O)[C@H]([C@@H](C)CC)n3cc([C@@H](N)CC(C)C)nn3)CC2)nc(N2CCN(C(=O)[C@H](Cc3cc4ccccc4[nH]3)n3cc([C@@H](N)C(C)CC)nn3)CC2)n1 (some centres undefined)	7%
O=C1CCCc2nc3nc4ccccc4n3cc21	-10%
Cc1ccc2c(c1)-n1c(nc3cc(F)ccc3c1=O)C(Cc1ccccc1)NC2=O (centres undefined)	-4%
COC(=O)c1ccc(OC(=O)c2ccccc2F)cc1	-3%
C#CCOCCOCCOCCNc1nc(N2CCN(C(=O)[C@H](Cc3ccc(O)cc3)n3cc(CCO)nn3)CC2)nc(N2CCN(C(=O)[C@H](Cc3ccc(O)cc3)n3cc(CCO)nn3)CC2)n1	1%
CCCC[C@]12Cc3cc(OC)c(OC)cc3C(O1)C1=C(O2)C(=O)c2ccccc2C1=O	3%[12.7 µM]
Cc1ccc(Cl)cc1Nc1nc(-c2sc(NC(=O)c3cccc(Cl)c3)nc2C)cs1	2%
CC12OC1C1(O)CCCC1=CC2=O (centres undefined)	-4%
COc1ccccc1Oc1c(C)oc2c(CN3CCN(C)CC3)c(O)ccc2c1=O	?
Cn1ccc2cc(-c3ccc4ncnc(NCc5ccc6c(c5)OCO6)c4c3)ccc21	0%
COc1nc(-c2ccccc2)ccc1-c1noc(-c2ccc(F)cc2)n1	-4%
CSCC[C@H](NC(=O)[C@@H]1CCCN1C(=O)[C@H](CCCN=C(N)N)NC(=O)[C@H](CC(C)C)NC(=O)[C@@H]1CCCN1C(=O)[C@@H](NC(=O)[C@@H](N)CCC(N)=O)C(C)C)C(=O)N[C@H](C(=O)N[C@@H](Cc1ccc(O)cc1)C(=O)N[C@@H](CCCCN)C(=O)O)[C@@H](C)O	5%
Cc1ccc(C)c(OCC(=O)N/N=C/c2c(C)nn(-c3ccccc3)c2Cl)c1	-7%
O=c1oc2ccccc2c2c1C1O[C@](c3ccsc3)(Cc3ccccc31)O2	-24%[12.7 µM]
CCC(=O)NCCNc1ccc([N+](=O)[O-])cn1	-8%
COc1ccc(C(=O)Cn2c(N3CCOCC3)nc3c2c(=O)n(C)c(=O)n3C)cc1	-2%
CCNc1nc(NCC)nc(ON=C(C)C)n1	-6%
Cc1cc2c(s1)c1c(C)nn(Cc3ccc(F)cc3)c(=O)c1n2C	1%
COc1ccc(CC(=O)Nc2cccc(C(=O)Nc3cccc(C)c3)c2)cc1	-7%
COc1ccc(C=C2c3ccccc3C(=O)c3ccccc32)c(OC)c1	-4%
CC(=O)C[C@H](c1ccc([N+](=O)[O-])cc1)c1c(O)c2ccccc2oc1=O	7%[21.4 µM]
CCOc1ccc(C(=O)NC2=NCCS2)cc1	-11%
C=CC1=C(C(=O)O)N2C(=O)[C@@H](NC(=O)/C(=N\OCC(=O)O)c3csc(N)n3)[C@@H]2SC1	0%[21.4 µM]
O=C(O)c1ccc(O)c2ncccc12	-6%
c1ccc2c(c1)nc(N1CCN(C3CCCCC3)CC1)c1nnnn12	-3%
Cc1ccc2nc3sc(C(=O)Nc4ccc(N5CCOCC5)cc4)c(N)c3cc2c1	-4%
CCOC(=O)c1c(NC(=O)c2noc3c2CCCC3)sc(C)c1C	-1%
COc1ccc(Cl)cc1-c1ccc(C(=O)O)s1	1%[88.6 µM]
CC1(C2(O)CC(c3ccccc3)ON2)CCCCC1 (centres undefined)	-7%
O=S(=O)(Nc1nc2ccccc2nc1-[n+]1cccc(N=C([O-])c2ccccc2Cl)c1)c1ccccc1	1%
COc1cc(/C=C/c2ccc3cccc(O)c3n2)c(Br)cc1O	-4%
CC1(C)SC2C(NC(=O)C(C(=O)O)c3ccccc3)C(=O)N2C1C(=O)O (centres undefined)	9%
O=S(=O)(c1ccc2c(c1)OCCO2)C1CCC(O)CC1 (centres undefined)	-2%&-8%
CN(C)CCCNc1c(C(=O)O)cnc2c1cnn2C	-1%
COc1ccccc1N1CCN(CCN(C(=O)c2ccc(I)cc2)c2ccccn2)CC1	?
CC(C)CC1NC(=O)C(CCCN)NC(=O)C(C(C)C)NC(=O)C2CCCN2C(=O)C(Cc2ccccc2)NC(=O)C(CC(C)C)NC(=O)C(CCCN)NC(=O)C(C(C)C)NC(=O)C2CCCN2C(=O)C(Cc2ccccc2)NC1=O (centres undefined)	-29%
CC1CCC(C(C)C)C(OP(=O)(c2ccc(N(C)C)cc2)C(O)c2cccnc2)C1 (centres undefined)	-7%
NC(=O)[C@@H]1CCCN1	1%
CN1[C@@H](CC(=O)c2ccccc2)CCC[C@@H]1C[C@@H](O)c1ccccc1	13%[21.4 µM]
COc1ccc(S(=O)(=O)NC2CC(C)(C)NC(C)(C)C2)c(C)c1C	1%
O=C(NCCO)Nc1ccc2nc(-c3ccco3)c(-c3ccco3)nc2c1	?
O=C1CCC[C@@H]2CC(NCc3ccc(Cl)c(Cl)c3)C[C@@H]3CCN1[C@H]23 (some centres undefined)	-11%[88.6 µM]
COc1cc(S(=O)(=O)Nc2ccccc2)ccc1N=Cc1c(C)[nH]n(-c2ccc(C)cc2)c1=O	-11%
